Bioassay records as filed in PubChem.
Tb PFK block = qHTS Assay to Find Inhibitors of T. brucei phosphofructokinase; ATP-dependent 6-phosphofructokinase (Trypanosoma brucei brucei), O15648; T. brucei PFK, ADP-Glo luminescence; Potency, µM (doses to about 57.5 µM), inactives show at the highest dose activity, negative = inhibition, usual class: inhibitors; 330,000 compounds, 0.17% hits;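 also: potency is read from the fitted curve at half-maximal effect; 0% = uninhibited 1x PFK enzyme wells and -100% = no-enzyme wells; nearly all actives have a fitted effect of over 60% in size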
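In TEA buffer at pH 8.0 with 5 mM MgCl2, enzyme (1.25 nM) converted F6P (0.5 mM) and ATP (0.1 mM) for 45 min at room temperature. ADP product was read by luciferase luminescence.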
Chronic BCR inh = qHTS Assay to Find Inhibitors of Chronic Active B-Cell Receptor Signaling | 340,000 compounds, 0.05% hits | Potency, µM (doses to about 46.1 µM), for the others: top-dose ratio change, negative = lower green/red ratio, most hits filed as inhibitors | ABC-DLBCL IkBa-CBG/CBR reporter, luminescence ratio, 4 h; active = well fitted inhibition curve with a large enough effect in the signal ratio, with a control signal flat, not every such curve was filed as active; inconclusive = small, poorly fitted or top-dose-only effect, or effect the other way, or a change in a side signal; the % refers to the signal ratio;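 also: potency is read from the fitted curve at half-maximal effect; plate controls were basal doxycycline-induced cells for no effect and cells given 10 µM MG132 for full effect; MG132 reads +100%, hits lower the ratio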
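Doxycycline induced both beetle luciferases in TMD8 lymphoma cells; IKK-driven degradation limits the IkappaBalpha-fused green signal, while red luminescence normalises for cell number and nonspecific effects. Compounds tested up to 46 uM, 4 hrs.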
TSG101-PTAP inh = qHTS Assay for Iinhibitors of HIV-1 Budding by Blocking the Interaction of PTAP/TSG101; Potency, µM (doses to about 115 µM), inactives show at the top dose activity change, negative = inhibition, actives largely listed as inhibitors; Fluorescence polarization, FITC-PTAP peptide / Tsg101 binding; 340,000 tested, under 10 active; active = well fitted inhibition curve with a large enough effect in the main read-out, with a control signal flat, not every such curve was filed as active; inconclusive = small, poorly fitted or top-dose-only effect, or effect the other way, or a change in a side signal; inactive = no such curve, though single readings can be large or run the other way; also: potency is read from the fitted curve at half-maximal effect; % of control where 0% means no effect
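Compounds were pin-transferred onto Tsg101 binding domain (10 uM final) in HEPES pH 7.5 buffer, then FITC-PTAP peptide was added at 50 nM final. After 20 min at RT, polarization reported peptide displacement across a qHTS concentration series.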
B2AR arrestin = qHTS assay of beta-arrestin-biased ligands of beta2-adrenergic receptor; Beta-2 adrenergic receptor (Homo sapiens), P07550; beta-arrestin recruitment to beta2AR, cell-based reporter; Potency, µM (titrated, usually from 46.1 µM), without a hit: at the top dose activation, hits mostly activators; 330,000 compounds, 0.02% hits; AID 492947, 2010;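 also: potency is read from the fitted curve at half-maximal effect; 0% = DMSO controls and full agonism = EC100 isoproterenol or metaproterenol; nearly all actives have a fitted effect of over 65% in size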
TCR activator = Activators of T cell receptors: qHTS campaign. primary human leukocytes, anti-CD3, IL-2 HTRF, 48 h. Potency, µM (highest dose often 9.22 µM), inactives show top-dose activation of IL-2 secretion, actives largely listed as activators. 330,000 tested, under 10 active; also: % of control where 0% means no effect
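Readout: HTRF IL-2, Eu-cryptate/d2 antibody pair, 320nm excitation, 665nm emission. Stimulus: a-CD3 beads, no co-stimulation. Cells: primary human leukocytes. Exposure: 48 hr with compound.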
ELG1 DNA repair = qHTS screen for small molecules that inhibit ELG1-dependent DNA repair in human embryonic kidney (HEK293T) cells expressing luciferase-tagged ELG1; HEK293T ELG1-luciferase reporter, luminescence, 16 h; DNA damage induced by 5-fluorouridine; Potency, µM (highest dose often 46.1 µM), without a hit: top-dose activity change, negative = inhibition, hits mostly inhibitors; 330,000 compounds, 2.3% hits; AID 504467, 2011; also: potency is read from the fitted curve at half-maximal effect; % is scaled to controls: 0 for no effect and ±100 for the full control effect; nearly all actives have a fitted effect of over 55% in size
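Step one: seed 2,000 cells per well. Step two: pin-transfer compound or DMSO alongside 5-fluorouridine. Step three: incubate 16 hr, 37 °C, 5% CO2. Step four: add ONE-Glo, wait 30 min, read luminescence.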
uPA generation = qHTS for Inhibitors of Cell Surface uPA Generation; cell surface uPA generation assay, qHTS; Potency, µM (doses to about 38.3 µM), for inactives: at the top dose activity change, negative = inhibition, actives largely listed as inhibitors; 330,000 compounds, 0.31% hits; active = well fitted inhibition curve with a large enough effect; inconclusive = small, poorly fitted or top-dose-only effect; inactive = no such curve, though single readings can be large or run the other way; tested in mouse RAW 264.7 cells; also: potency is read from the fitted curve at half-maximal effect; % is scaled to controls: 0 for no effect and ±100 for the full control effect; nearly all actives have a fitted effect of over 55% in size
Mito fusion yeast = qHTS Assay for Small Molecule Inhibitors of Mitochondrial Division or Activators of Mitochondrial Fusion. S. cerevisiae fusion-defective mutant growth rescue, CellTiterGlo 48 h. Potency, µM (doses to about 46.1 µM), for the others: top-dose growth rescue (activation), actives largely listed as activators. 320,000 compounds, 0.23% hits;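 also: potency is read from the fitted curve at half-maximal effect; % of control where 0% means no effect; nearly all actives have a fitted effect of over 45% in size; temperature-sensitive fusion mutants such as fzo1-1 at 37 °C on non-fermentable ethanol glycerol medium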
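Compounds are tested for their ability to restore growth of mitochondrial fusion-defective yeast strains at non-permissive 37C in YPEG medium over 48 hours. Viability is quantified by luciferase luminescence.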
TSHR antag = Antagonists of the Thyroid Stimulating Hormone Receptor: HTS campaign; activity change, negative = inhibition, % at 11.5 µM; 330,000 compounds, 0.2% hits; TSHR-expressing cells, TSH-stimulated cAMP HTRF, 2 h; active compounds read low;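 active = activity change below a set negative limit, meaning inhibition stronger than a set level, cut at about -70% in these data; inconclusive = activity change between two set negative limits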; also: % is scaled to controls: 0 for no effect and ±100 for the full control effect
Target sequence (P16473 whole entry, looked up): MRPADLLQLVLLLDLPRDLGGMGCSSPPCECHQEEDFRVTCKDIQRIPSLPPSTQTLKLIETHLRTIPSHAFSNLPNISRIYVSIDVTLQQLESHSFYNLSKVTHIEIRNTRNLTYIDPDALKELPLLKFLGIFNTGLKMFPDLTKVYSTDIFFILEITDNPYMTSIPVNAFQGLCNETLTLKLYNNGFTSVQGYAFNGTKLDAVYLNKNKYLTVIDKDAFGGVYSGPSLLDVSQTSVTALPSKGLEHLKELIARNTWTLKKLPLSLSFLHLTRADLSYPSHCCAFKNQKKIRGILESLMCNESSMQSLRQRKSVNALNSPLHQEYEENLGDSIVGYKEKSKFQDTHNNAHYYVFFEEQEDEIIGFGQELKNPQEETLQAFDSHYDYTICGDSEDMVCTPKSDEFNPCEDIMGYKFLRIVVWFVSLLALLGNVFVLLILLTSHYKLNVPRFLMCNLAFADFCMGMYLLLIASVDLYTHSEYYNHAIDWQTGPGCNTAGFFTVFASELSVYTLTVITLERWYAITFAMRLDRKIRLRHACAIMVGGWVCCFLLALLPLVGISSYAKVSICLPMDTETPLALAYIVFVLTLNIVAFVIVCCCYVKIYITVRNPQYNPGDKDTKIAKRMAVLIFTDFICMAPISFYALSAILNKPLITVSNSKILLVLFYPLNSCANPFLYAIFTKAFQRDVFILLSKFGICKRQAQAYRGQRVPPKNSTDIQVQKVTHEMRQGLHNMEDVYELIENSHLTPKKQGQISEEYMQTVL
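Inhibition of cAMP made by TSHR-expressing cells under TSH stimulation (4nM final, EC80; 2 h, 37 deg C) is quantified with a one-step lysis HTRF kit, anti-cAMP cryptate versus cAMP-d2.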
Eya2 inh = qHTS Assay for Inhibitors of the Phosphatase Activity of Eya2; AID 488837, 2010; 330,000 compounds, 0.006% hits; recombinant Eya2, OMFP fluorescence dephosphorylation (OMFP is methylfluorescein phosphate); Protein phosphatase EYA2 (Homo sapiens), O00167; Potency, µM (top dose mostly 76.9 µM), for the others: at the top dose activity, negative = inhibition, usual class: inhibitors; also: potency is read from the fitted curve at half-maximal effect; % is scaled to controls: 0 for no effect and ±100 for the full control effect
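Eya2 protein (added as 0.2 uM solution) was preincubated with compound for 10 min at ambient temperature in 50 mM HEPES pH 7.5, 50 mM NaCl, 5 uM MgCl2, 0.05% BSA, 1 mM DTT. OMFP (added at 50 uM) then reacted 10 min; fluorescence read at 485/525 nm.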
USP2a inh = qHTS Assay for Inhibitors of Ubiquitin-specific Protease USP2a Using CHOP2 as the Reporter; Potency, µM (top dose mostly 38.3 µM), for the others: at the top dose activity change, negative = inhibition, hits mostly inhibitors; 330,000 compounds, 0.01% hits; USP2 core, Ub-CHOP2 coupled fluorogenic reporter, 485/531; Ubiquitin carboxyl-terminal hydrolase 2 (Homo sapiens), O75604;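 also: potency is read from the fitted curve at half-maximal effect; plate controls were DMSO wells for no effect and full inhibition by NEM control for full effect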
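USP2 core (10nM final) preincubated 30min RT with compound in 20mM Tris-HCl pH 8.0, 2mM CaCl2, 2mM beta-mercaptoethanol, 0.05% CHAPS; 25nM Ub-CHOP2 plus 25nM reporter substrate added, fluorescence (Ex485/Em531) read after 60min.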
* = called active by the depositor; ? = inconclusive; . = no result given; [ ] = remark or other dose. Unless noted, calls follow the shape of the dose curve; as a rule, active = well fitted curve in the direction sought with a large enough effect; inconclusive = small, poorly fitted or top-dose-only effect, or another doubt; inactive = no such curve, though single readings can be large; an effect the other way counts as inactive or inconclusive.

SMILES	Tb PFK block	Chronic BCR inh	TSG101-PTAP inh	B2AR arrestin	TCR activator	ELG1 DNA repair	uPA generation	Mito fusion yeast	TSHR antag	Eya2 inh	USP2a inh
Cc1nc(Cl)sc1C(=O)Nc1cccc(Cl)c1	-7%	-4%	-3%	1.6%	0%	-15%	-23%	9%	14	3%	-3%
CCN(CCCNC(=O)Cn1ncc2c(=O)oc3ccccc3c21)c1cccc(C)c1	0%	?	2%	-0.2%	-3%	?	-5%	-1%	-11	-17%	-4%
COc1ccc(CNC(=O)COC(=O)c2ccc(S(=O)(=O)N3CCCCC3)cc2)cc1	7%	11%	-1%	0.0%	-4%[46.1 µM]	7%	-3%	.	-4	-12%	2%
O=c1sc2ccccc2n1COc1ccccc1	3%	-1%	-6%	0.2%	1%	5%	.	20%	-18	27%	0%
N#C/C(=C\c1ccc(OCC(N)=O)cc1)C(=O)NC1CC1	-8%	?	-6%	0.4%	-2%	15%	-3%	-1%	9	-6%	-1%
CC(C)Cc1c(O)nc(SCCN2CCOCC2)[nH]c1=O	3%	4%	-4%	-0.1%	2%	-1%	4%	-6%	-1	-19%	2%
CCOc1ncnc2c1oc1nc(CC(C)C)c3c(c12)CC(C)(C)OC3	-3%	-3%	-6%	-0.7%	-4%	-7%	.	0%	3	-12%	-2%
CCCC(=O)N1CCN(c2ccc(NC(=O)C(C)(C)C)cc2Cl)CC1	7%	-8%	1%	0.1%	-2%	-9%	-1%	5%	-2	1%	0%
O=C(O)CN=C1CC(c2ccccc2)CC(=O)/C1=C(/O)CCCN1C(=O)c2ccccc2C1=O (configuration not stated)	-2%	8%	-3%	0.0%	-4%	-12%	7%	-5%	-11	?	1%
Cc1ccc(NC(=O)c2ccc3c(c2)CCN3S(C)(=O)=O)cc1C	0%	?	0%	0.0%	6%	-4%	-12%	-1%	12	-5%	1%
COc1ccc(C2(C(=O)N3CCOCC3)CCCC2)cc1	0%	0%	-1%	-0.4%	0%	3%	1%	0%	14	0%	-1%
O=C(Cn1ncc2c3ccccc3n(Cc3ccccc3F)c2c1=O)NCCN1CCOCC1	0%	-4%	-9%	0.0%	-10%	0%	13%	-8%	-9	5%	4%
CC(=O)NC12CC3CC(CC(CC(=O)O)(C3)C1)C2	0%	?	-2%	0.3%	-3%	0%	1%	-2%	11	11%	3%
Nc1ccc(Oc2ccccc2F)nc1	-5%	-8%	0%	-0.8%	-3%	?	2%	1%	11	-5%	-5%
Cc1cc(C)nc(Sc2ncnc3c2oc2ccccc23)n1	0%	?	1%	0.0%	8%	?	-8%	-1%	-2	-20%	2%
COc1ccc(N(C(=O)c2ccccc2C)S(=O)(=O)c2cccs2)cc1	-4%	?	2%	-0.5%	-7%[46.1 µM]	-23%	-12%	24%	43	2%	1%
O=C1OC(Nc2ccc(F)c([N+](=O)[O-])c2)c2ccccc21 (configuration not stated)	15µM*	1%	-3%	3.0%	2%	-8%	16%	0%	6	-28%	2%
Cc1cccc(C(=O)N2CCC(Cc3ccccc3)CC2)c1[N+](=O)[O-]	-1%	-5%	-3%	-0.6%	-3%[46.1 µM]	?	-2%	20%	-22	-3%	-2%
CCc1cc(OCCN(C)C)ccc1Cl	-3%	-1%	1%	-0.5%	-2%	16%	8%	2%	-4	-11%	1%
CC1=NN(C(N)=S)C(=O)C1N=Nc1cc(Cl)ccc1Cl (configuration not stated)	-1%	4%	-6%	?	3%	?	5%	-9%	-26	-2%	-1%
Cc1ccc2nc(N3CCN(S(=O)(=O)c4ccc(C)c(Cl)c4)CC3)c(C#N)cc2c1	0%	24%	5%	-0.4%	.	?	.	-23%	-11	-21%	2%
Cc1ccc(CNC(=O)c2ccc(Cn3nc(C)c(Cl)c3C)o2)cc1	0%	4%	2%	0.2%	0%	-17%	10%	-19%	34	-25%	-2%
COc1ccc(C(=O)NC(C(=O)NCC(=O)Nc2c(C)cccc2C)C(C)C)cc1 (configuration not stated)	0%	-7%	0%	-1.2%	1%[46.1 µM]	-27%	14%	-1%	16	3%	3%
CC(C)C[C@H]1CN=C(N(C)C)N1CC1CCCCCC1	9%	-9%	-2%	3.0%	1%	0%	?	-12%	4	9%	2%
COc1ccc(CNC(=O)C[C@H]2C(=O)N(c3ccccc3)C[C@@H]2Cc2ccccc2)cc1	0%	?	2%	0.2%	0%	-18%	1%	5%	13	-1%	-1%
N#C/C(=C(/O)c1ccco1)c1nc2ccccc2[nH]1	-1%	?	0%	4.0%	-2%	-1%	-8%	0%	-1	4%	1%
CCCCSc1nnc(NC(=O)CCc2ccccc2)s1	3%	4%	-2%	-0.2%	-10%	-5%	1%	-8%	0	-11%	-3%
CNS(=O)(=O)c1cccc(C(=O)OCc2cc(C(C)=O)ccc2OC)c1	-7%	-18%	-5%	0.1%	-14%	1%	-11%	-8%	-8	8%	0%
O=C1C2C3C=CC(C3)C2C(=O)N1Nc1ccc([N+](=O)[O-])cc1[N+](=O)[O-] (configuration not stated)	-2%	-1%	-3%	-0.4%	0%	?	11%	-4%	-5	13%	0%
O=[N+]([O-])c1ccc(CSC2=NCCS2)cc1	-2%	1%	0%	-0.4%	-3%	19%	-4%	2%	-11	0%	0%
CCOc1ccc(NC(=O)C/C(N)=N/O)cc1	6%	0%	3%	-0.1%	3%	-2%	-1%	-1%	8	-10%	-1%
Cc1[nH]c(=O)[nH]c(=O)c1S(=O)(=O)Nc1ccc(F)cc1F	-20%	6%	-1%	-0.2%	-2%	12%	5%	4%	15	-4%	2%
CC1CN(C(=O)Nc2ccc3c(c2)OCO3)CC(C)O1 (configuration not stated)	-4%	-1%	-11%	-0.2%	3%	?	.	-2%	10	10%	0%
Cc1ccc(C)c(-n2nnnc2Sc2nc([N+](=O)[O-])nn2C)c1	1%	0%	-1%	-1.0%	-64%	7%	?	2%	-6	-2%	0%
O=C(Cn1[nH]c(=O)c2ccccc2c1=O)NCCN1C(=O)S/C(=C\c2ccccc2)C1=O	-2%	1%	-5%	-0.1%	-5%	?	-21%	.	-9	-11%	2%
O=c1[nH]c(/C=C/c2ccccc2OC(F)F)nc2c1cnn2-c1ccccc1	0%	9%	-1%	-1.7%	1%[46.1 µM]	-2%	-2%	-6%	-5	-5%	2%
O=S(=O)(/C=C/c1ccccc1)N1CCN(c2ccccc2)CC1	-2%	0%	-6%	-0.1%	0%	6%	1%	4%	-4	-6%	2%
O=C(O)Cc1ccc2oc(-c3cccnc3)nc2c1	-1%	-2%	-1%	-0.1%	10%	24%	-1%	-4%	-3	6%	2%
CCOC(=O)Nc1ccc2c(c1)Sc1ccccc1N2C(=O)CCN1CCOCC1	3%	-3%	-2%	-4.5%	3%	-6%	-5%	6%	-2	16%	2%
CCNCCNC(=O)c1c(O)c2c([nH]c1=O)CCCC2	-1%	-8%	-9%	-0.4%	-2%	9%	7%	4%	-3	8%	0%
Cc1cc(SCC(=O)c2cc(C)n(C)c2C)nc2ccccc12	-7%	?	-1%	0.4%	-6%[46.1 µM]	-18%	-1%	10%	9	-2%	-6%
O=C(O)C(Cc1ccccc1)N1C(=O)CCC1=O (configuration not stated)	1%	0%	0%	-0.7%	-3%	-16%	.	-1%	2	10%	10%
CCN(CC(=O)Nc1ccccc1C(F)(F)F)C(=O)COc1cccc2c1OC(C)(C)C2	-2%	0%	-2%	5.4%	-3%	-1%	0%	-3%	-4	8%	-1%
CC(C)(C)OC(=O)C[C@H]1C/C=C\C[C@@H](CC(=O)N(CCO)Cc2ccccc2)C(=O)NCCOC1=O	-3%	1%	-1%	-0.3%	-1%	8%	7%	.	8	6%	-2%
